Source: PubChem (National Center for Advancing Translational Sciences (NCATS))
N370S GC = inhibits or activates N370S mutant glucocerebrosidase | 330,000 tested, 0.092% active | AID 2101 | Potency, µM (top dose mostly 59.4 µM), inactives show top-dose activity change, negative = inhibition, most hits filed as inhibitors | N370S GC spleen homogenate, 4MU-glucoside fluorescence | P04062;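 also: 0% = full enzyme activity and -100% = no enzyme basal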
TDP1 inh = inhibitors of human tyrosyl-DNA phosphodiesterase TDP1; Q9NUW8; recombinant TDP1, AlphaScreen DNA substrate cleavage; Potency, µM (titrated, usually from 130 µM), inactives show top-dose activity change, negative = inhibition, actives largely listed as inhibitors; 350,000 tested, 0.28% active; also: nearly all actives have a fitted effect of over 40% in size
Target sequence (Q9NUW8 whole entry, looked up): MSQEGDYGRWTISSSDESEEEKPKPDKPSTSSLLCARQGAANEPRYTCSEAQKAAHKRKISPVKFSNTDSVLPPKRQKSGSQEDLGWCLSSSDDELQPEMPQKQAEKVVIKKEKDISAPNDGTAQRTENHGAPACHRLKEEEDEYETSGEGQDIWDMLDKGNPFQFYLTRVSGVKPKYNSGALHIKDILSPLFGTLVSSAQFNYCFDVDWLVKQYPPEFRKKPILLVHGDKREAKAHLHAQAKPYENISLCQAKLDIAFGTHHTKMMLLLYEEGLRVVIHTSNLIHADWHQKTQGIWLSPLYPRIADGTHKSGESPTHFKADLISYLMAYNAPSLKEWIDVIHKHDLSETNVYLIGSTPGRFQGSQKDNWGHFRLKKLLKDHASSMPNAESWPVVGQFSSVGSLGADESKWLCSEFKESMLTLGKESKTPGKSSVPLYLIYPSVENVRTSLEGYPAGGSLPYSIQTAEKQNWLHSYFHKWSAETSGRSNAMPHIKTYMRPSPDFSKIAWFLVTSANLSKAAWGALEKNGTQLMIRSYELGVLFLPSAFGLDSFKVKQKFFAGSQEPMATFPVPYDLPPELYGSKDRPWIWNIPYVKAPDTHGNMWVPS
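Enzyme-compound mixtures sat 15 min at room temperature, followed by a 5 min reaction with 15 nM final substrate and 10 min with AlphaScreen beads. Recombinant human Tdp1 was used at 1 nM final.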
FEN1 inhibitor = blocks human flap endonuclease 1. P39748. Recombinant FEN1 flap cleavage, fluorescence, 15 min. Potency, µM (titrated, usually from 114 µM), for inactives: at the highest dose activity change, negative = inhibition, actives largely listed as inhibitors. 390,000 tested, 0.35% active. AID 588795; also: nearly all actives have a fitted effect of over 65% in size
Target sequence (P39748 whole entry, looked up): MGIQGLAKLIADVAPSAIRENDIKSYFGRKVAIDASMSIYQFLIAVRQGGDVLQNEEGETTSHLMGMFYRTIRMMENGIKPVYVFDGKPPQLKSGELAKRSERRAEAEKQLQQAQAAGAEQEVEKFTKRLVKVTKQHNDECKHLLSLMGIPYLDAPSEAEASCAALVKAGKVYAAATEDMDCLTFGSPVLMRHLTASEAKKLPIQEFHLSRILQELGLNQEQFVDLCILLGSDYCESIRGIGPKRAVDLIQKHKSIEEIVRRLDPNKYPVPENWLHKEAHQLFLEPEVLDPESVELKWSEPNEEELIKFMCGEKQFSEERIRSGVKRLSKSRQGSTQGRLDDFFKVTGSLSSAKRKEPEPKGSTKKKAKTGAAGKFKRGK
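Recombinant FEN1 (10 nM) was preincubated with pin-transferred compounds for 15 min at room temperature, then flap DNA substrate (50 nM final) was added. Plates were read at 0 and 15 min, and normalized concentration–response data were fitted to a four-parameter Hill equation.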
The depositor's hits bear a star; ? = inconclusive; . = no result given; & = joins results of further samples; [ ] = remark or other dose. Calls follow the shape of the dose curve; as a rule, active = well fitted curve in the direction sought with a large enough effect; inconclusive = small, poorly fitted or top-dose-only effect, or another doubt; inactive = no such curve, though single readings can be large; an effect the other way counts as inactive or inconclusive. Unless noted, % is scaled to controls: 0 for no effect and ±100 for the full control effect; potency is read from the fitted curve at half-maximal effect.

SMILES	N370S GC	TDP1 inh	FEN1 inhibitor
O=C(NCCCN1CCOCC1)c1ccc2c(c1)N(Cc1ccc(Cl)cc1)C(=O)c1ccccc1S2=O (stereo not given)	-30%	7%	7%
CCN(CC)Cc1c(O)ccc2c(=O)c(-c3ccc4c(c3)OCCO4)coc12	-11%	5%	-2%
CCSc1nc2sc3c(c2c(=O)n1-c1ccc(C)c(Cl)c1)CCN(C(C)=O)C3	.	0%	15%
COc1cccc(-c2nc(SCC(=O)Nc3nc(-c4ccccc4)c(C)s3)[nH]c(=O)c2C#N)c1	16%	4%	0%
O=C1c2ccccc2NC(c2ccccn2)N1c1ccccc1F (stereo not given)	-3%	5%	-2%
CC(C)C(NC(=O)c1c(F)cccc1F)C(=O)NCCc1ccc(S(N)(=O)=O)cc1 (stereo not given)	-3%	-10%	-5%
O=C(COc1ccccc1)Nc1ncn[nH]1	5%	.	-14%
CCN(CC)CCn1c2ccccc2c2n[nH]c(=S)nc21	-7%	6%	-24%
CCn1cnc2c([N+](=O)[O-])c(NS(=O)(=O)c3ccc(C)cc3)ccc21	-11%	1%	-19%
Cc1c(NC(=S)N/N=C/c2ccc(Br)cc2)c(=O)n(-c2ccccc2)n1C	1%	9%	5%
CCCNCC1C(Oc2ccc(Cl)cc2Cl)C(=O)N1c1cccc(C)c1C (stereo not given)	-4%	4%	-20%
OC[C@@H](O)C(O)[C@@H](O)CO (stereo not given in full)	-6%	2%	.
COc1ccc(C2/C(=C(/O)c3ccc4c(c3)CC(C)O4)C(=O)C(=O)N2CCCN2CCOCC2)cc1OC (stereo not given)	-5%	4%	9%
Cc1ccc(S(=O)(=O)N(CC(=O)N2CCN(c3ccccc3F)CC2)C2CCCCC2)cc1	11%	0%	-16%
Cc1c(NC(=O)COC(=O)Cn2cc(C(F)(F)F)ccc2=O)cccc1[N+](=O)[O-]	.	0%	25%
COc1ccc(C=NCCC2(O)CC(C)N(C)CC2C)cc1 (stereo not given)	8%	5%	2%
Cc1cc([N+](=O)[O-])nn1CC(=O)N1CCN(Cc2ccccc2)CC1	4%	5%	-4%
CSCCC(=O)N1CCN(CC(=O)N2CCCC2)CC1	-2%	4%	-3%
Cc1ccsc1/C=C1/SC(=O)N(CC(=O)N2CCCC2)C1=O	-15%	-2%	-14%
Cc1cc(C)c(S(=O)(=O)NCc2ccc3c(c2)cc(C)n3C)c(C)c1	-6%	11%	?
COc1ccccc1N=Nc1c(C)noc1C	-1%	-4%	-5%
Cc1ccc([N+](=O)[O-])cc1NC(=O)c1ccccc1	16%	0%	3%
Cc1cc(C(F)(F)F)c(C#N)c(SCC(=O)NC2CC2)n1	7%	-3%	5%
COc1ccccc1CNCCSc1nnnn1C	.	5%	-7%
Cc1nn(-c2ccccc2)c2sc(C(=O)N(CC(=O)NC(C)(C)C)Cc3ccco3)cc12	8%	-5%	-9%
Further results:
SMILES	N370S GC	TDP1 inh	FEN1 inhibitor
O=C(NC12CC3CC(CC(C3)C1)C2)c1cc(F)c(F)cc1Cl	-3%	.	4%
Cn1c(=O)c2c(n(C)c1=O)=NC1(CCCCC1)ON=2	1%	-2%	1%
Cc1ccc(-n2cc(CN(C)Cc3nccn3C)c(-c3ccc(F)cc3)n2)cc1	?	6%	2%
CN(CCc1ccccn1)C(=O)c1cc(COc2ccc(F)cc2F)on1	-8%	6%	8%
Cc1noc(C)c1COC(=O)CCc1nc2ccccc2s1	0%	4%	0%
COc1cccc(C2C(C#N)=C(N)SC(c3ccccc3)C2[N+](=O)[O-])c1 (stereo not given)	10%	3%	?
CCCC(CCC)C(=O)Nc1cccc(-c2cn3cccnc3n2)c1	.	9%	-6%
COC(=O)C(C)(C)ONC(=O)Nc1ccccc1Br	6%	8%	-2%
O=C(NCCCSc1ccccc1)c1cc(Br)ccc1O	-4%	8%	-18%
N/C(Cc1ccc([N+](=O)[O-])cc1)=N\OC(=O)Cc1ccccc1	2%	3%	-12%
CC(=O)c1ccc(NC(=S)NC(=O)c2c(Cl)c(C)nn2C)cc1	-9%	-5%	5%
O=C(CSc1cn(CC(=O)N2CCCC2)c2ccccc12)Nc1cc(C(F)(F)F)ccc1Cl	.	3%	-14%
O=C(NCc1ccc(F)cc1)c1cc(-c2ccco2)on1	5%	3%	-4%
CCCn1c(=O)c2sccc2n2c(CCCC(=O)NC3CCCCC3)nnc12	.	0%	-2%
C[C@H]1CN([C@@H](C)CO)C(=O)c2cc(NC(=O)NC3CCCCC3)ccc2O[C@H]1CN(C)C(=O)Nc1ccc(C(F)(F)F)cc1	.	1%	5%
O=C(Cn1cncn1)N/N=C/c1cccc(Cl)c1	-2%	.	7%
COc1ccc(N=C(C)C2=C(O)CSC2=O)cc1	-20%	8%	-2%
CC(C)CCN(Cc1ccco1)S(=O)(=O)c1ccc(-c2ccc(=O)[nH]n2)s1	-5%	3%	-23%
O=C(NCc1ccco1)c1ccccc1F	1%	-10%	-17%
COc1ccc2nc(SCCC(=O)O)cc(C)c2c1	3%	6%	1%
CCCCCC(=O)Nc1nc(C)c(-c2csc(Nc3cc(Cl)ccc3OC)n2)s1	-4%	8%	-2%
COc1ccc(NC(=O)C(=O)NCCO)cc1Cl	-1%	0%	6%
COCCN=C1OC(=O)N2C(=O)C3=C4C(C[C@H]5C(=O)N(c6ccccc6)C(=O)[C@H]5[C@H]4[C@@]12Cc1ccccc1)[C@H]1C(=O)N(c2ccccc2)C(=O)[C@H]1[C@H]3C (stereo not given in full)	3%	6%	.
CC(C)(C)OC(=O)[C@H](Cc1ccccc1)NC(=O)c1nc[nH]c1C(=O)N1CCN(c2ccccc2)CC1	-7%	.	-32%
O=C(Cn1cnc2ccccc2c1=O)c1c[nH]c2ccccc12	15%	1%	-3%

Pulled by compound from above:
SMILES	N370S GC	TDP1 inh	FEN1 inhibitor
CC(C)CCN(Cc1ccco1)S(=O)(=O)c1ccc(-c2ccc(=O)[nH]n2)s1	-5%	3%	-23%
Cc1cc([N+](=O)[O-])nn1CC(=O)N1CCN(Cc2ccccc2)CC1	4%	5%	-4%
CN(CCc1ccccn1)C(=O)c1cc(COc2ccc(F)cc2F)on1	-8%	6%	8%
Cc1cc(C)c(S(=O)(=O)NCc2ccc3c(c2)cc(C)n3C)c(C)c1	-6%	11%	?

The main list resumes with the six entries that preceded the break.
SMILES	N370S GC	TDP1 inh	FEN1 inhibitor
COc1ccc2nc(SCCC(=O)O)cc(C)c2c1	3%	6%	1%
CCCCCC(=O)Nc1nc(C)c(-c2csc(Nc3cc(Cl)ccc3OC)n2)s1	-4%	8%	-2%
COc1ccc(NC(=O)C(=O)NCCO)cc1Cl	-1%	0%	6%
COCCN=C1OC(=O)N2C(=O)C3=C4C(C[C@H]5C(=O)N(c6ccccc6)C(=O)[C@H]5[C@H]4[C@@]12Cc1ccccc1)[C@H]1C(=O)N(c2ccccc2)C(=O)[C@H]1[C@H]3C (stereo not given in full)	3%	6%	.
CC(C)(C)OC(=O)[C@H](Cc1ccccc1)NC(=O)c1nc[nH]c1C(=O)N1CCN(c2ccccc2)CC1	-7%	.	-32%
O=C(Cn1cnc2ccccc2c1=O)c1c[nH]c2ccccc12	15%	1%	-3%
CCN(CC)S(=O)(=O)c1ccc2c(c1)nc(SCC(=O)NC1CC1)n2-c1ccccc1OC	4%	7%	-12%
COC(=O)c1cc(C(=O)N2CCN(c3cccc(Cl)c3)CC2)cc([N+](=O)[O-])c1	2%	4%	6%
CC1CN(C(=O)c2ccccc2C(=O)c2ncc[nH]2)CC(C)O1 (stereo not given)	2%	3%	-4%
N#CCCn1cc(CNC2CCC(O)CC2)c2ccccc21 (stereo not given)	-1%	9%	1%
COCCNC(=S)N(c1ccccc1)C(C)C	2%	0%	3%
Cc1ccc(C)c(NC(=O)CSc2c(C)cnc3c2c(=O)n(C)c(=O)n3C)c1	.	-5%	8%
N#CC1=C(N)N(c2ccc(F)cc2)C2=C(C1c1ccc(O)cc1)S(=O)(=O)CC2 (stereo not given)	-10%	12%	-14%
COC(=O)c1cc(NC(=O)CN(C)C2CCS(=O)(=O)C2)cc(C(=O)OC)c1 (stereo not given)	.	1%	1%
COc1ccc(NC(=O)c2oc3ccc(S(=O)(=O)N(C)C4CCCCC4)cc3c2C)cc1	.	10%	9%
CCSc1nnc(NC(=O)C2CCN(S(=O)(=O)c3c(C)c(C)cc(C)c3C)CC2)s1	-7%	-3%	.
COc1ccc(O[C@H]2C=C[C@@H](c3ccccc3)O[C@H]2COC(=O)CC/C(C)=N\OC[C@@H](O)COCc2ccco2)cc1	1%[12.8 µM]	12%[21 µM]	.
O=C(NCc1ccccc1)c1ccc(-c2ccccc2C(F)(F)F)o1	30%[89.1 µM]	-12%&4%	-3%
COc1ccc(Br)cc1/C=C/C(=O)Nc1c(C)cccc1C	19%	6%	0%
Cc1ccc(NC(=O)/C(=C/c2cccc([N+](=O)[O-])c2)NC(=O)C2CCCCC2)c(C)c1	-25%	4%	7%
CCN(CC)c1ccc(/C=C2\C(=O)N(c3nnc(C)c(=O)[nH]3)N=C2C)cc1	4%	4%	-10%
C=CC[C@@H]1C=C[C@@H](O/N=C\[C@@H](NS(=O)(=O)c2ccc(C)cc2)[C@H](C)/C=C\CC(=O)OC)[C@@H](CO)O1	2%[12.8 µM]	1%[21 µM]	.
O=C(CSc1ccsc1[N+](=O)[O-])Nc1cc(F)ccc1F	14%	-8%	?
O=C1c2ccncc2C(=O)N1Cc1cccc(Cl)c1	-20%	-1%	-6%
COc1ccc(-c2ccnc3c(-c4ccc(F)cc4)c(C)nn23)cc1OC	.	3%	-1%
COc1ccc(NC(=S)N2CCC(C(=O)N3CCCCCC3)CC2)cc1	-6%	0%	1%
CCOC(=O)c1cc(C#N)c(N2CCN(C(=O)c3cccc(C(F)(F)F)c3)CC2)nc1C(F)(F)F	-4%	-1%	12%
O=C(O)c1ccccc1C(=O)c1ccc(-c2ccccc2)cc1	-6%	.	3%
CC(C)C(=O)Nc1cccc(NC(=O)c2cccnc2)c1	5%	5%	-5%
Nc1nc2ccccc2n1CCN1CCCC1	-11%	7%	-18%
Cc1ccc2c(c1)C=CC(C)(C)S2(=O)=O	7%	-2%	-2%
The listing continues:
SMILES	N370S GC	TDP1 inh	FEN1 inhibitor
COc1nc(OC)nc(N2CCC(C(=O)NC3CCCCCC3)CC2)n1	4%	-1%	5%
COc1ccccc1CNC(=O)CN(C)c1nn2c(=O)cc(C)nc2s1	.	0%	1%
CN(c1ccccc1)S(=O)(=O)c1cccc(NC(=O)c2nn(C)c(=O)c3ccccc23)c1	.	2%[56.1 µM]	-10%
CC[C@H]1C(c2cccc(Cl)c2)=NN(c2ccccc2)[C@@H]1CO	?	?	.
COc1ccc(-c2cn[nH]c2-c2ccc(OCC(=O)NN)cc2O)cc1	-15%	.	-5%
O=C(Nc1ccc2ccccc2c1)Nc1ccc2snnc2c1	3%	1%	-19%
COC(=O)CN1CCN(C(=O)c2ccc(F)cc2)c2ccccc2C1	0%	-2%	2%
CCn1c(SCC(=O)c2ccccc2)nnc1-c1cnccn1	3%	-2%	-9%
Cc1ccc(N(CC(=O)Nc2cc(C)cc(C)c2)S(=O)(=O)c2cccc3nonc23)cc1	4%	5%&7%	-22%&-21%
Cc1noc(NC(=O)c2ccc(Cl)c(Cl)c2)c1Cl	-1%	-4%	-15%
CCN(C#N)c1nc(NC(C)C)nc(NC(C)(C)C)n1	5%	-2%	-5%
Cc1ccc(-n2ncc(C(=O)N3CCN(C(=O)c4ccco4)CC3)c2C2CCN(C(=O)OC(C)(C)C)CC2)cc1	.	4%	22%
O=C(CSc1ccccc1C(=O)NCc1ccccc1)NC12CC3CC(CC(C3)C1)C2	3%	3%	8%
CCOc1cc(S(=O)(=O)Nc2ncn[nH]2)ccc1Br	0%	4%	-2%
COCCCN1CC(=O)N2C(c3cccc(OC)c3)c3[nH]c4ccccc4c3C[C@H]2C1=O (stereo not given in full)	-8%	.	-8%
CCOC(=O)C1CCCN(C(=O)c2ccccc2NC(C)=O)C1 (stereo not given)	3%	6%	11%
C(=N\Nc1nc(Nc2ccccc2)nc(Nc2ccccc2)n1)/c1ccncc1	3%	0%	15%
COc1ccc(NC(C)=O)cc1S(=O)(=O)Nc1ccc(S(=O)(=O)N2CCCCC2)cc1	.	-8%	4%
CCC(=O)N1CCN(C(=O)c2ccccc2)CC1	-7%&0%	5%	2%
N#Cc1ccc(N2C(=O)[C@@H]3C(C(=O)c4ccc5ccccc5n4)=NN[C@@H]3C2=O)cc1	9%	-3%	-3%
COc1ccc2c(CNCc3ccc(Cl)cc3)c(C(=O)O)n(Cc3ccccc3C)c2c1	.	-3%	22%
COc1ccc(-n2nnnc2SCC(=O)NC2CC2)cc1	.	0%[56.1 µM]	35%[activator]
Cn1c(SCC(=O)N2CCN(C(=O)c3ccco3)CC2)nnc1-c1ccc(NS(C)(=O)=O)cc1	6%	0%	10%
CCOC(=O)Cc1csc(NC(=O)COc2ccc3c(C)cc(=O)oc3c2)n1	6%	3%	-17%
c1cc2c(cc1CN1CCOCC1)OCO2	4%	4%	-2%
O=C(COc1cccc(Oc2ccccc2)c1)Nc1ncccn1	6%	5%	4%
C=CCn1c(SCc2c(F)cccc2Cl)nnc1-c1ccco1	-2%	2%	-2%
COc1ccc(C(=O)N2CCc3ccccc32)cc1S(=O)(=O)N1CCOCC1	.	0%	0%

Compounds were not picked by outcome; 0.57% or so of the library scored in one or more.
